Bcl-B Bim block: inhibitors of Bim-Bcl-B binding, primary screen, biochemical, multiplexed, human Bcl-2 family; Bcl-2-like protein 10 (Homo sapiens), Q9HD36; bead-based flow cytometry, Bim peptide-Bcl-B binding; inhibition, % at 10 µM; 190,000 tested, 0.073% active;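 also: 0% = tracer peptide without compound and 100% = reference inhibitor peptide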
Bim-Bcl-XL: inhibitors of Bim-Bcl-XL binding, primary screen, biochemical, multiplexed, bead flow cytometry, human Bcl-XL | Bcl-2-like protein 1 (Homo sapiens), Q07817 | Bim peptide-Bcl-XL binding, fluorescence | inhibition, % at 10 µM | 190,000 tested, 0.04% active | AID 1007, 2008
Target sequence (Q07817 whole entry, looked up): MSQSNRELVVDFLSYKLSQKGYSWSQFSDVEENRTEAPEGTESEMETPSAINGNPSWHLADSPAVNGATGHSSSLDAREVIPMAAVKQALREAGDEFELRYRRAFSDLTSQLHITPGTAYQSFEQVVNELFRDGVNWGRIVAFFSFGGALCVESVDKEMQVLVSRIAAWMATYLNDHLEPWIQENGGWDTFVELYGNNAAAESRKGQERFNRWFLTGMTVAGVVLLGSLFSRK
Mcl-1 Bim block: inhibitors of Bim peptide binding to Mcl-1, primary screen, biochemical, bead-based flow cytometry, multiplex | Bim peptide-Mcl-1 binding | inhibition, % at 10 µM | 190,000 tested, 0.1% active;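 also: 0% = no compound tracer wells and 100% = peptide blocker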
RGS4-Gao reg: modulators of RGS4 binding to Galphao, primary screen, biochemical, multiplexed bead flow cytometry; AID 1415, 2008; 220,000 tested, 0.33% active; binding response (% of control), % at 10 µM; Guanine nucleotide-binding protein G(o) subunit alpha (Homo sapiens), P09471; actives lie on both sides; in the data active = binding response below about 49% or above about 150%; inactive = in between;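 also: fluorescent Galphao activated with aluminum fluoride binding bead-coupled RGS4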
Target sequence (P09471 whole entry, looked up): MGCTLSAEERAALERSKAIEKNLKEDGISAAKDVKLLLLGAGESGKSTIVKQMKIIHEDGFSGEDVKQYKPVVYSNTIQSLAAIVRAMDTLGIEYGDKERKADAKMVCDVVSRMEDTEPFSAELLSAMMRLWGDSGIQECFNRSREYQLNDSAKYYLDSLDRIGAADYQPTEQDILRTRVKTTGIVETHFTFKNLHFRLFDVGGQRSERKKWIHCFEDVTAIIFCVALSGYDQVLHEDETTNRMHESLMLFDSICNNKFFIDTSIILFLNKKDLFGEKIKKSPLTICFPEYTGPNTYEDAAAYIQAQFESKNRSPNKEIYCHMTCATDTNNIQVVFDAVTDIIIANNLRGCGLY
Bim-Bcl-2: inhibitors of Bim-Bcl-2 binding, primary screen, biochemical, multiplexed, human Bcl-2 family; Apoptosis regulator Bcl-2 (Homo sapiens), P10415; Bead-based flow cytometry, Bim peptide-Bcl-2 binding; inhibition, % at 10 µM; 190,000 tested, 0.06% active; in the data active = inhibition above about 40%; inconclusive = no clear call, values can overlap the other calls;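 also: 0% = no compound wells with probe peptide and 100% = reference peptide inhibitor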
Target sequence (P10415 whole entry, looked up): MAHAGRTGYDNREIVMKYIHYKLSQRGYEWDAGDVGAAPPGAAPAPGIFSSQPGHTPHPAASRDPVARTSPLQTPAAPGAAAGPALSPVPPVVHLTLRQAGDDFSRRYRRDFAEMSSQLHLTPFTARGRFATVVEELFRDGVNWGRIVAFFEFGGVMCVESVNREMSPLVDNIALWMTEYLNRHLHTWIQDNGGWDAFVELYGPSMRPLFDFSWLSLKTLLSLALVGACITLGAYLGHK
Bfl-1 Bim block: inhibitors of Bim binding to Bfl-1, primary screen, biochemical, multiplexed, bead-based flow cytometry; AID 1008, 2008; inhibition, % at 10 µM; Bim-Bfl-1 binding inhibition; Bcl-2-related protein A1 (Homo sapiens), Q16548; 190,000 tested, 0.12% active;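 also: 0% = wells without compound plus tracer and 100% = blocker peptide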
Bcl-W Bim block: inhibitors of Bim binding to Bcl-W, primary screen, biochemical, multiplexed, bead-based flow cytometry | Bcl-2-like protein 2 (Homo sapiens), Q92843 | Bim peptide-Bcl-W binding | inhibition, % at 10 µM | 190,000 tested, 0.02% active | AID 952, 2007;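 also: 0% = bound tracer without compound and 100% = peptide blocker; higher means less fluorescent Bim peptide bound to Bcl-W beads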
Target sequence (Q92843 whole entry, looked up): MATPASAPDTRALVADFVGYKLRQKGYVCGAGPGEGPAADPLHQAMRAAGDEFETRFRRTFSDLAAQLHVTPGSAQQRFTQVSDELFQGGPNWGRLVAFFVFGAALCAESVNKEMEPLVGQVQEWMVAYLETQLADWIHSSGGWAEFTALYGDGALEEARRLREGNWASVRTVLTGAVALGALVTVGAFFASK
ABCG2 inh: ABCG2 efflux pump inhibitors, primary screen, multiplex with ABCB1, IgMXP3 cells, flow cytometry | Broad substrate specificity ATP-binding cassette transporter ABCG2 (Homo sapiens), Q9UNQ0 | 190,000 tested, 0.1% active | JC-1 efflux | inhibition, % at 6.6 µM;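 active = inhibition above 80%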;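 also: 0% = DMSO and 100% = nicardipine control wells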
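material = IgMXP3 (ABCG2) plus far-red-tagged CCRF-Adr (ABCB1) cells | amount = 3 million cells/mL, equal mix of both lines | also added = JC-1 transporter substrate | dosing = one concentration, 6.6 µM final | schedule = 10 min at 25 °C | measured by = flow cytometric JC-1 green MFI at 530 nm | read-out basis = percent efflux inhibition, scaled nicardipine 100% to DMSO 0%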
ABCB1 block: ABCB1 efflux pump inhibitors, primary screen, cell-based, multiplex, flow cytometry, ABCG2 counter-screen | ATP-dependent translocase ABCB1 (Homo sapiens), P08183 | CCRF-Adr cells, JC-1 efflux | inhibition, % at 6.6 µM | 190,000 tested, 0.067% active | AID 1326, 2008; in the data active = inhibition above about 40%;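 also: 0% = vehicle and 100% = reference inhibitor; higher value means more JC-1 retained so stronger ABCB1 efflux block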
RGS7-Gao reg: RGS7-Galphao binding modulators, primary screen, biochemical, multiplexed bead flow cytometry; 220,000 tested, 0.35% active; actives lie on both sides; binding response (% of control), % at 10 µM; Guanine nucleotide-binding protein G(o) subunit alpha (Homo sapiens), P09471; in the data active = binding response below about 49% or above about 150%; inconclusive = no clear call, values can overlap the other calls; inactive = in between;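 also: fluorescent Galphao held in activated GDP-AlF4 state binding bead-coupled RGS7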
RGS8-Gao: RGS8-Galphao binding modulators, primary screen, biochemical, multiplexed bead flow cytometry. actives lie on both sides. response (percent of control binding), % at 10 µM. 220,000 tested, 0.34% active; in the data active = response below about 60% or above about 140%; inactive = in between;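 also: Galphao activated as the GDP aluminium fluoride complex binding bead-coupled RGS8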
Numbers without * were called inactive; ? = inconclusive. Rule as the data show it, unless noted: active = inhibition above about 40%.

Screens in order: Mcl-1 Bim block, RGS7-Gao reg, Bcl-B Bim block, RGS4-Gao reg, Bim-Bcl-XL, ABCB1 block, Bim-Bcl-2, RGS8-Gao, Bcl-W Bim block, Bfl-1 Bim block, ABCG2 inh
1) N/C(=N\OC(=O)c1ccc(=O)n(Cc2ccccc2)c1)c1ccccn1
  2, 97, -1, 100, -2, 1.4, -3, 98, 0, -4, 6
2) CCCc1[nH]n(-c2ccc(F)cc2)c(=O)c1C=Nc1ccc(C)cc1
  -1, 99, -5, 100, -2, -0.1, 0, 102, -2, 0, 9
3) O=C(C/C=N\OCc1ccc([N+](=O)[O-])cc1)Nc1ccc(Cl)cc1
  -1, ?, -6, 98, -7, 0.0, -4, 100, -2, -10, 1
4) O=c1ncn(-c2cccc(F)c2)c2ncccc12
  2, 100, -1, 101, 0, 0.1, -4, 96, 5, -6, 0
5) Cc1c(C(=O)NNS(=O)(=O)c2ccccc2Cl)sc(=S)n1C
  -3, 84, -9, 86, -7, 0.1, -5, 88, -5, -11, 4
6) Cc1noc(C(=O)NCc2ccco2)c1Cl
  -4, 98, -9, 100, -9, 0.4, -8, 99, -6, -7, 2
7) COC(=O)C1=C(O)CSC1=Nc1ccccc1
  -9, 98, -9, 99, -13, 0.0, -14, 101, -4, -14, 10
8) O=C(CCS(=O)(=O)Cc1ccccc1F)NCCCN1CCCCC1
  -2, 99, 0, 100, -1, 0.4, -1, 100, -2, -1, 1
9) COC(=O)c1cc(=O)n(CCc2ccccc2)c(=Nc2ccc(F)cc2)s1
  -1, 107, -5, 107, -3, 1.3, -8, 113, 1, -4, 6
10) CSc1cccc(NC(=O)CN(Cc2ccc(Cl)cc2)S(C)(=O)=O)c1
  -2, 110, 0, 102, 4, 1.0, 0, 105, 2, 1, 5
11) NS(=O)(=O)c1ccc(N/N=C/c2cn(-c3ccccc3)nc2-c2cccs2)c([N+](=O)[O-])c1
  -3, ?, -3, 102, -7, -0.3, 0, 100, -3, -3, 1
12) Cc1cccnc1NC(=S)NC(=O)c1cncc(Br)c1
  -2, 102, -8, 100, -5, 0.5, -9, 101, 0, -11, 5
13) O=C(c1ccncc1)N1N=C(C2CCCCC2)CC1(O)C(F)(F)F (stereo unspecified)
  1, 51, 2, 47*, 0, 0.4, 0, 61, -3, 4, 2
14) COc1cccc(Nc2nc3cc(OC)ccc3cc2C#N)c1
  -1, ?, -8, 98, -4, -0.6, -1, 99, 0, -5, 4
15) Cc1ccccc1C(=O)NNC(=S)NC(=O)COc1ccccc1
  -5, 101, -12, 103, -8, -0.8, 3, 99, -4, 3, -1
16) COC(=O)c1sc(S(=O)(=O)Nc2ccc(C)cc2)c(C(=O)OC)c1C
  -4, 103, -7, 104, -7, 0.9, -3, 102, -3, -2, 3
17) O=C(c1cc(-c2ccccn2)nc2c(Cl)cccc12)N1CCN(S(=O)(=O)c2ccccc2)CC1
  -3, 101, -9, 107, -4, -0.1, 0, 104, -3, -2, -3
18) Cc1ccnn1CC(=O)N/N=C/c1ccco1
  -1, 102, -1, 96, 1, 0.0, 0, 99, 0, 0, 0
19) O=[N+]([O-])c1cc(CN2CCCC2)c2cccnc2c1O
  -3, 96, -2, 99, -2, -0.4, -1, 102, 0, 0, -2
20) Cc1ccc(-c2csc3ncnc(Nc4ccc(N5CCOCC5)cc4)c23)cc1
  -1, 103, 0, 103, 0, 0.4, -1, 102, 2, 2, 4

Part of the list above, screen by screen.
[17] O=C(c1cc(-c2ccccn2)nc2c(Cl)cccc12)N1CCN(S(=O)(=O)c2ccccc2)CC1
[18] Cc1ccnn1CC(=O)N/N=C/c1ccco1
[19] O=[N+]([O-])c1cc(CN2CCCC2)c2cccnc2c1O

| assay / entry | 17 | 18 | 19 |
| --- | --- | --- | --- |
| Mcl-1 Bim block | -3 | -1 | -3 |
| RGS7-Gao reg | 101 | 102 | 96 |
| Bcl-B Bim block | -9 | -1 | -2 |
| RGS4-Gao reg | 107 | 96 | 99 |
| Bim-Bcl-XL | -4 | 1 | -2 |
| ABCB1 block | -0.1 | 0.0 | -0.4 |
| Bim-Bcl-2 | 0 | 0 | -1 |
| RGS8-Gao | 104 | 99 | 102 |
| Bcl-W Bim block | -3 | 0 | 0 |
| Bfl-1 Bim block | -2 | 0 | 0 |
| ABCG2 inh | -3 | 0 | -2 |

(more compounds)
Screens in order: Mcl-1 Bim block, RGS7-Gao reg, Bcl-B Bim block, RGS4-Gao reg, Bim-Bcl-XL, ABCB1 block, Bim-Bcl-2, RGS8-Gao, Bcl-W Bim block, Bfl-1 Bim block, ABCG2 inh
21) CCOC(=O)c1sc(Nc2nc(C)cc(OC)n2)nc1C
  0, 116, 2, 98, -1, 0.6, 0, 98, 0, 3, 18
22) C/C(=N\NC(=S)Nc1cc(S(=O)(=O)N2CCOCC2)ccc1Cl)c1ccccc1F
  -2, 100, -4, 103, -7, 0.9, -3, 102, 0, -1, 4
23) COc1cccc(N2CCN(c3ncnc4c3[nH]c3ccccc34)CC2C)c1 (stereo unspecified)
  -2, 100, -7, 99, -6, 1.0, -11, 105, 2, -9, 9
24) CN(Cc1cccs1)C(=O)CSc1nc2ccccc2[nH]1
  -25, 101, -6, 103, -15, -0.3, -3, 104, -11, 0, -1
25) CCc1cccc(C)c1NC(=O)COC(=O)Cc1ccsc1
  -7, 94, -6, 98, -4, -0.8, -1, 99, -2, -1, -1
26) CS(=O)(=O)N(CC(=O)N1CCCC1)c1cccc(Cl)c1Cl
  -3, 91, -2, 94, 0, 0.6, -1, 97, -2, -4, 1
27) Cc1c(C(=O)N2CCN(CCc3ccccc3)CC2)oc2ccccc12
  0, 97, 0, 98, -1, -0.1, 0, 100, -1, 0, 2
28) O=C(CSc1nc2cc(Cl)ccc2s1)NCc1ccc2c(c1)OCO2
  -3, 89, 0, 91, 0, 0.2, 5, 84, 3, 4, -8
29) O=C(Cc1ccccc1)N1CCN(C(=O)c2ccc([N+](=O)[O-])cc2)CC1
  -4, 126, -6, 117, -5, 0.6, -3, 118, -3, -12, 1
30) O=C(Nc1nccs1)c1cc(-c2ccccc2)nc2ccccc12
  -9, 108, -9, 101, -10, 3.8, 1, 101, -4, -1, 28
31) Nc1ccc(O)cc1C(=O)OCC(=O)c1ccc(C2CCCCC2)cc1
  -3, 102, -8, 104, -5, -0.3, 6, 99, -1, 5, -3
32) CCC1CCCCN1CCNC(=O)C1CCN(S(=O)(=O)c2c(C)noc2C)CC1 (stereo unspecified)
  -2, 98, -4, 98, -4, 1.2, -7, 101, -2, -6, 10
33) O=C(NC1CCCc2ccccc21)C1CCN(S(=O)(=O)c2ccccc2)CC1 (stereo unspecified)
  -2, 101, -8, 98, -4, 0.8, -2, 93, -1, -1, 10
34) Cc1ccc(S(=O)(=O)NC(=O)Nn2c(C)nnc2C)cc1
  -4, 101, -9, 104, -8, 0.3, -14, 101, -3, -20, 3
35) O=C(C1=C[C@@H](c2ccccc2)C[C@@H](OCCCCO)O1)N1CCN(Cc2ccc3c(c2)OCO3)CC1
  1, 98, -4, 95, 0, 0.0, -3, 100, -2, -4, 0
36) CCCCNC(=S)NNC(=O)C12CC3CC(CC(C3)C1)C2
  -3, 99, -16, 100, -1, 0.9, -7, 102, 0, -14, 23
37) COC(=O)c1sc2nc(-c3ccccc3)nc(N3CCN(C)CC3)c2c1C
  -2, 104, 0, 103, -2, 2.1, -4, 103, -2, 0, 7
38) CCN(CC)CCNc1ncnc2c1[nH]c1ccc(OC)cc12
  1, 108, 0, 107, 0, 0.9, 4, 109, 0, 0, 3
39) CCCCn1c(NCc2ccccn2)nc2ccccc21
  -4, 94, 0, 94, -3, 0.7, -4, 98, -6, -4, 4
40) O=C(CSc1ccc(Cl)cc1)Nc1ccc(N2CCN(C(=O)c3ccc(Cl)cc3)CC2)cc1
  1, 93, 0, 94, -2, 0.8, 0, 97, 0, 1, 3
41) CCCCOc1ccc(-c2nnn(C(C)(C)C(=O)OC)n2)cc1
  0, 101, 1, 98, 0, 0.0, 0, 101, 1, -3, 1
42) Cn1c(SCC(=O)N2CCN(S(=O)(=O)c3ccc(Cl)cc3)CC2)nc2ccccc21
  -1, 98, -6, 102, -2, 1.1, -6, 100, -1, -4, 1
43) COCCNC(=S)NN(c1ccccc1)c1ccccc1
  -4, 98, -29, 100, -5, 1.5, -1, 98, -4, 3, 11
44) CCC(=O)Nc1cccc(-c2nc3ccccc3o2)c1
  0, 94, 3, 95, 1, 0.7, -3, 100, 0, -3, 9
45) CCN(CC)S(=O)(=O)c1ccc(N2CCOCC2)c(NC(=O)Cc2ccc(Cl)cc2)c1
  6, 98, 8, 99, 9, 4.4, 3, 100, 8, 14, 16
46) CC(C)Oc1ccc(C2NC(=O)NC2=O)cc1 (stereo unspecified)
  -150, 106, -36, 105, -4, -1.0, -13, 101, 3, -8, 0
47) CCOC(=O)c1[nH]c(C)c(/C(O)=C2\C(=O)C(=O)N(CCN3CCOCC3)C2c2cccs2)c1C (stereo unspecified)
  -3, 112, 0, 112, -1, 0.4, 3, 114, 0, 4, 3
48) CC1CCN(Cc2ccc(-c3nn[nH]n3)cc2)CC1
  -6, 114, -3, 108, -3, 1.2, -1, 108, -3, -2, 7
49) COC(=O)c1cc(OC)c(OC)cc1NC(=S)N1CCN(C/C=C/c2ccccc2)CC1
  -5, 104, -7, 99, 0, 4.3, -1, 103, -2, 17, 11
50) COc1ccc(C)cc1-n1nnnc1SCc1cc(=O)n2cc(C)ccc2n1
  1, 101, -5, 98, -11, 0.8, -5, 99, 0, -10, 1
51) COc1ccccc1Nc1nc(Cl)c(C=O)s1
  -4, ?, 2, 89, 0, -0.4, -6, 96, 0, 1, -2
52) CN(Cc1cccs1)C(=O)Cc1csc(-c2ccccc2)n1
  0, 96, 0, 101, 0, 0.3, -2, 90, 0, 5, 9

Screens deposited in PubChem by NMMLSC.
